CD40 NFkB inh: CD40 pathway inhibition in BL2 cells; BL2 NF-kB luciferase reporter, CD40L-induced, 4 h; inhibition, % at 10 µM; 83,000 compounds, 0.94% hits; AID 1053188;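 active = mean inhibition of at least 50% with a set share of replicates also reaching that level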;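 also: 0% = neutral control wells and 100% = IKK inhibitor VII at 50 µM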
* = called active by the depositor; [ ] = another dose, or the depositor's remark.

CD40 NFkB inh	Compound
19.9	COc1cccc(NC(=O)CN(C)S(=O)(=O)/C=C/c2ccccc2)c1
2.7	COc1cc(C(=O)O)c([N+](=O)[O-])c(OC)c1OC
-1.6	O=C(N/N=C/c1ccc(N2CCOCC2)cc1)c1ccncc1
8.2	Cc1cc(S(=O)(=O)NC2CCCCC2)c(C)s1
-2.2	C=CCn1c(SCC(=O)c2ccc(Br)cc2)nnc1C(C)NC(=O)Cc1ccc(OC)cc1 (stereo not given)
15.4	O=C(O)CNC(=S)N(Cc1ccccc1F)C1CCCCC1
-81.4	C#CCSc1nnc(-c2sc3ccccc3c2Cl)o1
3.6[25 µM]	COc1ccc(-c2ccc([C@H]3[C@H](CO)N4C(=O)CN(C(=O)Cc5ccccn5)C[C@@H]34)cc2)cc1
6.8	CN1CCN(c2ccc([N+](=O)[O-])cc2C(=O)N2CCOCC2)CC1
-3.6[25 µM]	O=C(C[C@@H]1CC[C@@H]2NC[C@@H](O)COC[C@H]2O1)NCCc1ccncc1
-19.0	O=C(Nc1ccc(Cl)cc1)N1C[C@@H]2[C@H](c3ccccc31)[C@@H](CO)N2C(=O)c1cccnc1
9.7	COc1cc(CNC(C)(C)CO)ccc1OCC(=O)NC(C)(C)C
12.4	O=C(OCC(=O)N(C1CCCCC1)C1CCCCC1)c1ccncc1
8.5	Cc1ccc(OCCCC(=O)N2CCN(S(=O)(=O)c3cccc(F)c3)CC2)cc1
4.3[25 µM]	COc1ccc(S(=O)(=O)Nc2cccc3c2O[C@H](CN(C)CC2CCCCC2)[C@H](C)CN([C@@H](C)CO)C3=O)cc1

7 entries picked at random from those above, as already listed:
CD40 NFkB inh	Compound
9.7	COc1cc(CNC(C)(C)CO)ccc1OCC(=O)NC(C)(C)C
2.7	COc1cc(C(=O)O)c([N+](=O)[O-])c(OC)c1OC
15.4	O=C(O)CNC(=S)N(Cc1ccccc1F)C1CCCCC1
-19.0	O=C(Nc1ccc(Cl)cc1)N1C[C@@H]2[C@H](c3ccccc31)[C@@H](CO)N2C(=O)c1cccnc1
19.9	COc1cccc(NC(=O)CN(C)S(=O)(=O)/C=C/c2ccccc2)c1
8.5	Cc1ccc(OCCCC(=O)N2CCN(S(=O)(=O)c3cccc(F)c3)CC2)cc1
4.3[25 µM]	COc1ccc(S(=O)(=O)Nc2cccc3c2O[C@H](CN(C)CC2CCCCC2)[C@H](C)CN([C@@H](C)CO)C3=O)cc1

More structures.
CD40 NFkB inh	Compound
6.2	Cc1c[nH]c(=O)c([N+](=O)[O-])c1
-4.6[25 µM]	O=C(NCC1CC1)[C@@H]1[C@@H](CO)[C@@H]2Cn3c(ccc(C4=CCCC4)c3=O)[C@@H]2N1C(=O)C1CC1
11.1	CC(Oc1cccc(Cl)c1)C(=O)Nc1ccccc1N1CCCCC1 (stereo not given)
-2.2[25 µM]	COCC(=O)N1[C@H](CO)[C@@H](c2ccccc2)C12CN(C(=O)c1ccccc1)C2
15.3	CNc1ccccc1C(C)(C)c1cn(-c2ccc([N+](=O)[O-])cc2)nn1
-45.4	COc1ccc(-c2cnnn2-c2ccc(NC(=O)c3ccco3)cc2)cc1OC
-9.2[25 µM]	O=C(C[C@@H]1C[C@H]2c3cc(NS(=O)(=O)c4ccccc4)ccc3O[C@H]2[C@H](CO)O1)N1CCOCC1
-2.6[25 µM]	O=C(c1cccc(F)c1)N1C[C@@H]2[C@H](c3ccccc31)[C@H](CO)N2C(=O)C1CCOCC1
-25.0	COc1ccc(Nc2cc(C(=O)NCc3ccccn3)c3ccccc3n2)c(OC)c1
-63.1	Cc1ccn2cc(-c3ccc4c(c3)NC(=O)CO4)nc2c1
-6.2	O=C(NCCC(=O)N1CCN(S(=O)(=O)c2ccc(Cl)cc2)CC1)Nc1ccccc1
16.8	O=C(Nc1ccccc1)Nc1cc(S(=O)(=O)N2CCOCC2)ccc1N1CCCC1
-26.3	Cc1sc(NC(=O)c2ccco2)c(CN2CCN(c3ccccn3)CC2)c1C
2.2	C=CCc1cc(CN2CC(C)OC(C)C2)c(O)c(OC)c1 (stereo not given)
9.3	Cc1ccc2c(c1)c(C)cc(=O)n2CCC(=O)O

CD40 NFkB inh	Compound
-49.7	CC(C)(C)c1nnc(NC(=O)COc2ccc3c(c2)OCO3)s1
-2.6	COc1ccc(NC(=O)c2c(Cl)nc3ccccn23)cc1
-3.9[25 µM]	O=C(NCC1CC1)[C@H]1[C@H](CO)[C@H]2Cn3c(ccc(-c4ccccc4F)c3=O)[C@@H]1N2Cc1cncnc1
0.2	c1ccc2c(-c3cncc4ccccc34)cncc2c1
-15.8	COc1ccccc1CN(C)C(=O)c1ccccc1SCC(=O)N1CCCC1
6.3[25 µM]	COc1cccc(C(=O)Nc2ccc3c(c2)C(=O)N(C)[C@H]2CC[C@@H](CC(=O)NCc4ccc(F)cc4)O[C@@H]2CO3)c1
-107.9	Cn1ccnc1SCC(=O)Nc1nc2ccccc2s1
-3.6	O=C(COC(=O)Cn1nnc(-c2ccccc2)n1)Nc1cc(F)ccc1F
6.8[25 µM]	CC(C)NC(=O)N1C[C@H]2[C@@H](c3ccccc31)[C@@H](CO)N2C(=O)C1CCCC1
-56.5	COc1cc2ccccc2cc1C(=O)Nc1ccncc1
8.2	COc1ccccc1CC(=O)N1CCC(CCC(=O)NC2CC2)CC1
0.6	CCCCn1c(=O)[nH]c(=O)c2c1nc(-c1ccsc1)n2Cc1ccccc1
10.8	COc1ccc(-c2cc(CNS(=O)(=O)c3ccccc3)on2)cc1
-8.6[25 µM]	COc1ccc(C#Cc2cccc(-c3nc(C(=O)NCCCN4CCOCC4)cc4c3[C@@H](CCO)N(S(=O)C(C)(C)C)C4)c2)cc1OC (stereo not given in full)
2.9	CN1CCN(c2oc(Cc3cccc4ccccc34)nc2C#N)CC1

An excerpt from above in order of number of heavy atoms, lowest first:
CD40 NFkB inh	Compound
-56.5	COc1cc2ccccc2cc1C(=O)Nc1ccncc1
10.8	COc1ccc(-c2cc(CNS(=O)(=O)c3ccccc3)on2)cc1
8.2	COc1ccccc1CC(=O)N1CCC(CCC(=O)NC2CC2)CC1

The listing continues.
CD40 NFkB inh	Compound
-9.1	CC(=O)c1cccc(NCC(=O)N2CCN(S(=O)(=O)c3ccccc3)CC2)c1
-9.0	COc1ccccc1NC(=O)N(C)C[C@@H]1OCc2ccccc2-c2ccccc2C(=O)N([C@@H](C)CO)C[C@@H]1C
-13.2[25 µM]	COc1ccc(C#Cc2ccc3c(c2)O[C@H](CN(C)C(=O)CN2CCOCC2)[C@H](C)CN([C@H](C)CO)S3(=O)=O)cc1
-14.3[25 µM]	CCCNC(=O)C[C@H]1CC[C@@H]2[C@H](COC[C@H](O)CN2C(=O)c2ccc(F)cc2)O1
5.5	O=C(O)COc1ccc(/C=N/O)cc1Br
-15.2[25 µM]	CCCC#Cc1cnc2c(c1)C(=O)N([C@H](C)CO)C[C@@H](C)[C@@H](CN(C)C(=O)Nc1cc(F)ccc1F)O2
3.5	CC1CCCN(c2ccc3nc4ccccc4c(=O)n3n2)C1 (stereo not given)
8.6	Cc1ncsc1C(=O)N1CCCC(CNS(=O)(=O)c2cccs2)C1 (stereo not given)
-16.9	CN(C)C(=O)c1nc2ccccc2s1
0.8	Cc1ccc[n+](C(C(=S)NCc2ccco2)=C([O-])c2ccccc2Cl)c1
3.5	CCN(CC)Cc1c(C(=O)N2CCc3ccccc3C2)nc2ccc(Cl)cn12
-5.0	CCCc1cc(=O)[nH]c(SCC(=O)NC2CCCCCCC2)n1
13.5	O=Cc1ccc(O)c(O)c1
7.9	CC1CC(=O)N(CC(=O)NCc2ccc3c(c2)OCO3)c2ccccc2S1 (stereo not given)
7.1[25 µM]	CCCC#Cc1ccc2c(c1)O[C@@H](CN(C)Cc1ccccn1)[C@H](C)CN([C@H](C)CO)S2(=O)=O

CD40 NFkB inh	Compound
8.3	CSc1ncc(CN2CCN(C3CCN(C(C)C)CC3)C(CCO)C2)cn1 (stereo not given)
-26.1	Cc1cccc(Nc2nnc(SCc3cn4ccsc4n3)s2)c1
-2.9	Cc1cc(S(=O)(=O)Nc2nc(CN3CCOCC3)nc3sc4c(c23)CCC4)cc(C)c1C
9.3	O=C(Cn1cncn1)NCc1cccc(C(F)(F)F)c1
12.3	O=C(/C=C(\c1ccc(Cl)cc1)n1cncn1)c1ccc(Cl)cc1
-32.4	CCN(CC)c1ccc(C=NNc2ccc([N+](=O)[O-])cn2)cc1
-32.5	O=C(Nc1ccon1)c1cc2c(s1)CCCC2
8.4[25 µM]	CCCC(=O)Nc1ccc2c(c1)C(=O)N(C)C[C@H](OC)[C@H](C)CN(Cc1ccc(F)cc1)[C@H](C)CO2
-2.9	COc1cscc1C(=O)O
-14.4[25 µM]	Cc1ccc(-c2cnc3c(c2)C(=O)N([C@@H](C)CO)C[C@H](C)[C@H](CN(C)C(=O)CN(C)C)O3)cc1
-5.8	CC(C)Oc1ccc(S(=O)(=O)N2CCOCC2)cc1NC(=O)CSC(=S)N1CCCC1
10.1	Cc1cnc(N)nc1-c1ccccc1
-8.2	C[C@H](CO)N1C[C@H](C)[C@H](CN(C)C(=O)Nc2ccc(C(F)(F)F)cc2)OCc2cn(nn2)CCCC1=O
24.3[25 µM]	C[C@H]1CN([C@@H](C)CO)C(=O)c2c(c3ccccc3n2C)-c2ccccc2CO[C@@H]1CN(C)Cc1ccc(Oc2ccccc2)cc1
4.4[25 µM]	O=C(NCC[C@H]1CC[C@H](NS(=O)(=O)Cc2ccccc2)[C@@H](CO)O1)C1CCCCC1

CD40 NFkB inh	Compound
-13.1	COc1ccc(CCNc2oc(COc3ccccc3)nc2C#N)cc1
-3.1[25 µM]	CCC(=O)N1[C@H](C(=O)NCc2ccc(F)cc2)[C@@H](CO)[C@@H]2Cn3c(ccc(C4=CCCCC4)c3=O)[C@@H]21
2.5[25 µM]	O=C(Nc1ccccc1)N1CCCCN2[C@H](CO)[C@H](c3ccc(-c4ccncc4)cc3)[C@@H]2C1
12.0	CCN1CCN(C(=O)C(NS(=O)(=O)c2ccc3nc(C)sc3c2)C(C)C)CC1 (stereo not given)
1.3	COc1cc(NS(=O)(=O)c2ccc(NC(=O)/C(=C\c3ccccc3OC)NC(=O)c3ccccc3)cc2)nc(OC)n1
14.8[25 µM]	O=C(CN1CCOCC1)N1CCCCN2[C@H](CO)[C@@H](c3ccc(Br)cc3)[C@H]2C1
0.5	COCC(=O)Nc1cccc(C(F)(F)F)c1
11.3	CO[C@H]1CN(C)C(=O)c2ccc(NC(=O)Nc3cccc(Cl)c3)cc2OC[C@@H](C)N(C(=O)Nc2c(C)noc2C)C[C@H]1C
-2.7	CC(=O)N1c2ccc(S(=O)(=O)N(C)Cc3ccco3)cc2CC1C (stereo not given)
0.0	O=C(Cn1c(=O)c2c(ncn2Cc2ccccc2)n(Cc2ccccc2)c1=O)NC1CC1
11.5	c1ccc(CCC2=NCCn3cccc32)cc1
-17.1	CN(C)c1nc2sc3c(c2c(=O)n1C)CC(C)(C)OC3
9.7	O=C(Nc1cccc2ccccc12)NC(Cc1ccccc1)C(=O)O (stereo not given)
-22.2[25 µM]	CNC(=O)C[C@H]1CC[C@@H]2[C@H](COc3ccc(NC(=O)c4ccccc4F)cc3C(=O)N2C)O1
13.3	CCN(CC(=O)N1CCc2ccccc2C1)S(=O)(=O)c1ccc2ccccc2c1

CD40 NFkB inh	Compound
54.1*	CC1Cc2ccccc2N1c1ncnc(N)c1[N+](=O)[O-] (stereo not given)
3.8	CCOC(=O)N1CCc2c(sc(N)c2C#N)C1
1.5	COCC#Cc1ccc([C@@H]2[C@@H](CO)N3C(=O)CN(C(=O)C4CCCC4)C[C@@H]23)cc1
9.3	CNS(=O)(=O)c1ccc2c(c1)oc(=O)c1cc(S(=O)(=O)NC)ccc12
-3.7[25 µM]	O=C(CC(F)(F)F)N1C[C@H]2[C@@H](c3ccccc31)[C@H](CO)N2Cc1cccnc1
-4.7	CC1=CC(=NOS(=O)(=O)c2ccc(C)cc2)CC(C)(C)C1
14.2	C[C@H]1CCCCO[C@@H](CN(C)S(=O)(=O)c2ccc(F)cc2)[C@@H](C)CN([C@@H](C)CO)C(=O)c2cc(NS(=O)(=O)c3ccc(F)cc3)ccc2O1
-7.2[25 µM]	O=S1(=O)c2cccc3cccc(c23)N1CCCN1CCN(c2ccc(F)cc2)CC1
15.5	Cn1c(Cl)nc2ccccc21
12.4	COc1ccc(S(=O)(=O)NCC2CCCN(C(=O)CC3CCCC3)C2)cc1 (stereo not given)
-7.0	COCC(=O)N1[C@H](CO)[C@@H](c2ccccc2)[C@@H]1CN(C)C(=O)c1cccnc1
-8.0[25 µM]	C[C@@H]1CN([C@H](C)CO)S(=O)(=O)c2ccc(C#CC3(O)CCCC3)cc2O[C@@H]1CN(C)C(=O)Nc1cccc(F)c1
-2.8	O=C(c1cc(-c2cccc3ccccc23)nc2ccccc12)N1CCN(CCO)CC1
-14.7[25 µM]	CC1(CN2CCC(n3c(=O)[nH]c4ccccc43)CC2)OCc2ccccc2-n2cccc21 (stereo not given)
6.2[25 µM]	O=C(O)Cc1cc2ccccc2nc1C(=O)O

CD40 NFkB inh	Compound
3.2[25 µM]	COc1cccc(-c2ccc3c(c2)O[C@@H](CN(C)Cc2cccnc2)[C@H](C)CN([C@@H](C)CO)S3(=O)=O)c1
-16.4	O=C(Cn1c(O)c(/C=C2\C=Nc3ccccc32)sc1=O)N1CCOCC1
3.6[25 µM]	CCCC(=O)Nc1ccc2c(c1)OC[C@@H](C)N(CC1CCOCC1)C[C@H](C)[C@H](OC)CN(C)C2=O
-10.3[25 µM]	CO[C@@H]1CN(C)C(=O)c2cc(NS(C)(=O)=O)ccc2OC[C@H](C)N(C(=O)C2CCOCC2)C[C@@H]1C
-4.3[25 µM]	C[C@H]1CN([C@@H](C)CO)C(=O)CCCn2cc(nn2)CO[C@H]1CN(C)CC1CCCCC1
-1.4	O=C(CNS(=O)(=O)Cc1ccccc1)NCc1ccccc1
7.3	N=C1CCCN1CC(=O)c1cccs1
-3.8[25 µM]	C[C@H](CO)N1C[C@H](C)[C@@H](CN(C)C(=O)[C@@H](Cc2ccccc2)N(C)C)OCc2ccccc2-c2c(n(C)c3ccccc23)C1=O
-2.6[25 µM]	CO[C@H](CN(C)S(=O)(=O)c1ccc(F)cc1)[C@@H](C)CN(Cc1ccccc1Cl)[C@H](C)CO

Screening data as filed in PubChem.

This is a subset. The share of hits here may be higher or lower than overall.
